Compound activity as filed in PubChem.
KCNH2 3.1 block – qHTS for Inhibitors of KCHN2 3.1: Mutant qHTS | U2OS KCNH2 3.1, thallium flux FluxOr; stronger effect = lower value | activity change, % (tested at about 1.8 µM) | 0.95% of 340,000 active | AID 720553, 2013;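 active means maximum activity change below -70%; inconclusive means maximum activity change from -70% to -50%; inactive means maximum activity change above -50%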;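 further: thallium influx rate constant from kinetic fluorescence after stimulation buffer; on the % scale 0 is the no-effect control and ±100 the full control effect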
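Thallium flux via FluxOr fluorescence (Red40 quencher, 45 min loading) in U2OS cells virally expressing the KCNH2 3.1 isoform (1.77 x 10^8 /mL virus, overnight at 37 C). Rate constants from 2-min kinetic reads post-stimulation, normalised to positive and negative controls.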
USP2a block – qHTS Assay for Inhibitors of Ubiquitin-specific Protease USP2a Using CHOP2 as the Reporter; Potency, µM (highest dose often 38.3 µM), inactives show at the top dose activity change, negative = inhibition, most hits filed as inhibitors; AID 463254, 2010; Ubiquitin carboxyl-terminal hydrolase 2 (Homo sapiens), O75604; 0.01% of 330,000 active; USP2 core, Ub-CHOP2 coupled fluorogenic reporter, 485/531;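 further: potency means the concentration at half of the fitted maximal effect; plate controls were DMSO wells for no effect and full inhibition by NEM control for full effect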
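USP2 core (10nM final) preincubated 30min RT with compound in 20mM Tris-HCl pH 8.0, 2mM CaCl2, 2mM beta-mercaptoethanol, 0.05% CHAPS; 25nM Ub-CHOP2 plus 25nM reporter substrate added, fluorescence (Ex485/Em531) read after 60min.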
TSHR antag – Antagonists of the Thyroid Stimulating Hormone Receptor: HTS campaign; 0.2% of 330,000 active; Thyrotropin receptor (Homo sapiens), P16473; activity change, negative = inhibition, % at 11.5 µM; AID 504810, 2011; TSHR-expressing cells, TSH-stimulated cAMP HTRF, 2 h; stronger effect = lower value;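 active means activity change below a set negative limit, meaning inhibition stronger than a set level, cut at about -70% in these data; inconclusive means activity change between two set negative limits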; further: on the % scale 0 is the no-effect control and ±100 the full control effect
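Antagonism was scored as loss of TSH-driven cAMP in TSHR cells, stimulated with 4nM TSH (EC80) for 2 hours at 37 deg C and detected by homogeneous HTRF competition immunoassay.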
TCR activator – Activators of T cell receptors: qHTS campaign; Potency, µM (series often up to 9.22 µM), for inactives: top-dose activation of IL-2 secretion, most hits filed as activators; primary human leukocytes, anti-CD3, IL-2 HTRF, 48 h; 330,000 tested, under 10 active; further: % of control where 0% means no effect
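Human primary leukocytes + a-CD3 beads + cpd, 48 hr; IL-2 in supernatant by HTRF (ex 320nm / em 665nm). No co-stimulatory signal supplied.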
TRPV1 ag – HTS Assay for Compounds that Act as Agonists of the Vanilloid Receptor 1. 0.19% of 320,000 active. TRPV1-expressing cells, Fluo-8 calcium influx, agonist mode. activation, % at 8.33 µM; in the data active means activation above about 80%; inconclusive means between about 30% and that limit; further: 0% is about no effect
Target sequence (Q8NER1 whole entry, looked up): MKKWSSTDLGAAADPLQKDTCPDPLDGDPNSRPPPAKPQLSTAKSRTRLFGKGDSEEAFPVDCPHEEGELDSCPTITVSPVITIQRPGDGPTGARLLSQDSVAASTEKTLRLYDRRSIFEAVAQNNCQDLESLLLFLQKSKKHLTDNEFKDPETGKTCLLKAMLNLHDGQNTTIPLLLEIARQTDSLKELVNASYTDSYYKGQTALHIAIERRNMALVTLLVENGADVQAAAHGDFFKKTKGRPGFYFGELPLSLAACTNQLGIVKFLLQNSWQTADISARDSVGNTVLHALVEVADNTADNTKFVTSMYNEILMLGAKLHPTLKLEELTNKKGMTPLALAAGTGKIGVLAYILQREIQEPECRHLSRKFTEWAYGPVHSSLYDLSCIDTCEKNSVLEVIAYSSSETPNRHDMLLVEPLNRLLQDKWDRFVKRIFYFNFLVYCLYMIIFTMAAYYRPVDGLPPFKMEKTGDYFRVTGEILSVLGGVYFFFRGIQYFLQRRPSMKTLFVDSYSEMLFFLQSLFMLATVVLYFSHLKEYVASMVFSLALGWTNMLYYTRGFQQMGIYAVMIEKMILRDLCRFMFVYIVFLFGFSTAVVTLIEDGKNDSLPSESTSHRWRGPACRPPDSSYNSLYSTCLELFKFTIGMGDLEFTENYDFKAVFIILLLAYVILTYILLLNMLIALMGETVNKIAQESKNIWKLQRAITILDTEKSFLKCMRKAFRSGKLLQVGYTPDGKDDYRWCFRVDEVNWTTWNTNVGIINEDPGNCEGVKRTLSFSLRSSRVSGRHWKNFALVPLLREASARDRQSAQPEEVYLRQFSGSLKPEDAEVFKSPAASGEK
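Cells expressing TRPV1 were dye-loaded with Fluo-8 and read kinetically: 10 s baseline, 3 min after compound (agonist portion), then 2 min after EC20 capsaicin (allosteric enhancer portion). Calcium-bound dye fluorescence at 480/520 nm.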
AT treatment – qHTS Assay for Identifying a Potential Treatment of Ataxia-Telangiectasia; […] A-T fibroblasts, KAP-1 phosphorylation AlphaLISA; neocarzinostatin DNA damage 30 min before lysis; Potency, µM (titrated, usually from 57.5 µM), inactives show at the top dose activation, hits mostly activators; 0.19% of 320,000 active; further: potency means the concentration at half of the fitted maximal effect; % of control where 0% means no effect; nearly all actives have a fitted effect of over 45% in size
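ATM-like activity read as KAP-1 phosphorylation via AlphaLISA donor/acceptor antibody pairs after lysis and 6 hr at 25C. Cells were ATM-null patient fibroblasts ([…], hTERT), dosed 60 min, then exposed to the DSB inducer NCS for 30 min.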
Mito fusion act – qHTS Assay for Small Molecule Inhibitors of Mitochondrial Division or Activators of Mitochondrial Fusion. S. cerevisiae fusion-defective mutant growth rescue, CellTiterGlo 48 h. Potency, µM (doses to about 46.1 µM), for inactives: top-dose growth rescue (activation), most hits filed as activators. 0.23% of 320,000 active;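 further: potency means the concentration at half of the fitted maximal effect; % of control where 0% means no effect; nearly all actives have a fitted effect of over 45% in size; temperature-sensitive fusion mutants such as fzo1-1 at 37 °C on non-fermentable ethanol glycerol medium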
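S. cerevisiae fusion-defective temperature-sensitive mutants (e.g. fzo1-1, mgm1-5) grown 48 h at 37C in YPEG (ethanol/glycerol non-fermentable) medium with 23 nl compound per well; growth rescue read as CellTiterGlo luminescence.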
ELG1 DNA repair – qHTS screen for small molecules that inhibit ELG1-dependent DNA repair in human embryonic kidney (HEK293T) cells expressing luciferase-tagged ELG1; HEK293T ELG1-luciferase reporter, luminescence, 16 h; DNA damage induced by 5-fluorouridine; Potency, µM (highest dose often 46.1 µM), for the others: top-dose activity change, negative = inhibition, actives largely listed as inhibitors; 2.3% of 330,000 active; AID 504467, 2011; further: potency means the concentration at half of the fitted maximal effect; on the % scale 0 is the no-effect control and ±100 the full control effect; nearly all actives have a fitted effect of over 55% in size
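5-Fluorouridine DNA damage + compound/DMSO, 2,000 cells/well, 16 h, 37 °C/5% CO2. ONE-Glo, 30 min RT, luminescence. Readout = decrease in reporter signal.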
hERG WT inh – qHTS for Inhibitors of KCHN2 3.1: Wildtype qHTS. Voltage-gated inwardly rectifying potassium channel KCNH2 (Homo sapiens), Q12809. U2OS, BacMam KCNH2, thallium flux FluxOr; stronger effect = lower value. activity change, % at 1.84 µM. 0.37% of 340,000 active. AID 720551, 2013;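 active means maximum activity change below -70%; inconclusive means maximum activity change between -70% and -50%; inactive means maximum activity change above -50%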; further: on the % scale 0 is the no-effect control and ±100 the full control effect
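U2OS cells were transduced with wild-type KCNH2 virus (2.03 x 10^8 / mL) for 4 h at room temperature, then cultured overnight at 37 C. Thallium flux was read with FluxOr dye. Rate constants were normalized to DMSO controls.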
Eya2 phos inh – qHTS Assay for Inhibitors of the Phosphatase Activity of Eya2. recombinant Eya2, OMFP fluorescence dephosphorylation (OMFP is methylfluorescein phosphate). Potency, µM (top dose mostly 76.9 µM), for the others: at the top dose activity, negative = inhibition, actives largely listed as inhibitors. 0.006% of 330,000 active. AID 488837, 2010; further: potency means the concentration at half of the fitted maximal effect; on the % scale 0 is the no-effect control and ±100 the full control effect
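Eya2 (0.2 uM) preincubated 10 min at ambient with compound, then OMFP substrate added at 50 uM; 10 min reaction in 50 mM HEPES pH 7.5, 50 mM NaCl, 5 uM MgCl2, 0.05% BSA, 1 mM DTT. Fluorescence read at Ex 485/Em 525 nm.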
* = called active by the depositor; i = inactive; ? = inconclusive; . = no result given; & = joins results of further samples; [ ] = remark or other dose. Unless noted, the call rests on the fitted dose curve; in most records, active means well fitted curve in the direction sought with a large enough effect; inconclusive means small, poorly fitted or top-dose-only effect, or another doubt; inactive means no such curve, though single readings can be large; an effect the other way counts as inactive or inconclusive. The list is partial; count on the stated rates, not on these rows.

Screens in order – USP2a block, hERG WT inh, ELG1 DNA repair, TRPV1 ag, KCNH2 3.1 block, Eya2 phos inh, TSHR antag, AT treatment, TCR activator, Mito fusion act
1) CNC(=O)C(C)N1c2cccc3cccc(c23)S1(=O)=O (stereo not drawn)
 : 2%, 1, 15%, -2, -13, -1%, -1, 2%, ., 5%
2) O=C(O)c1cc(S(=O)(=O)N2CCN(S(=O)(=O)c3ccccc3)CC2)ccc1Cl
 : -7%, -2, 9%, 5, -4, -2%, 5, -5%, 0%, -1%
3) Cc1ccc(NC(=O)CSCC(=O)N(CCC(C)C)c2c(N)n(Cc3ccccc3)c(=O)[nH]c2=O)cc1
 : 3%, -10, -8%, 0, -2, -2%, -1, 1%, -17%, -8%
4) CC1N(C(=O)N2CCOCC2)CCN1S(=O)(=O)c1ccc(Cl)cc1 (stereo not drawn)
 : 2%, -5, 7%, 0, -4, -4%, -5, -5%, -1%, 3%
5) O=[N+]([O-])c1cc(CN2CCC(O)CC2)ccc1Cl
 : 0%, -13, 5%, 4, 11, 7%, 2, -2%, ., 4%
6) COc1cccc2cc(C(=O)C3=C(O)C(=O)N(CCN4CCOCC4)C3c3ccc(C)o3)oc12 (stereo not drawn)
 : 1%, -6, 8%, -4, 18, -16%, -41, 1%, 4%, -7%
7) COc1cc(C(=O)N2CCN(C(=O)c3ccco3)CC2)cc(OC)c1OC
 : 5%, 2, 2%, -2, 12, -6%, -22, 7%, 12%, -3%
8) CCn1c(SCC(=O)N2CCCc3ccccc32)nnc1-c1cccs1
 : 1%, -17, -12%, 0, 0, 10%, 7, 3%, ., -1%
9) CCN(C[C@H]1N[C@@](CC)(C(=O)OC)[C@H]2C(=O)N(Cc3ccccc3)C(=O)[C@@H]12)C(=O)Nc1ccc(Cl)cc1
 : -1%, -6, -2%, ., ?, 3%, -4, 0%, 10%, .
10) CCOC(=O)c1nnn(-c2nonc2N)c1-c1cccc2ccccc12
 : 1%, -8, -1%, 5, ., -29%, 8, 4%, -10%, -2%
11) CCc1ccc(OCc2nnc(SCC(=O)Nc3cccc(C(=O)N4CCOCC4)c3)o2)cc1
 : 4%, 7, -7%, 1, -5, 0%, 4, 0%, -2%[46.1 µM], -7%
12) C=CCn1c(SCc2csc(C)n2)nc2sc3c(c2c1=O)CCC(C)C3 (stereo not drawn)
 : 2%, -9, ?, 3, -9, 5%, -7, 11%, 1%[46.1 µM], 12%
13) Cc1nn(C)cc1C(C)Nc1nc2nonc2nc1N1CCCCC1 (stereo not drawn)
 : 3%, -8, -5%, 1, 0, 4%, -11, -2%, 7%, -3%
14) Cc1cccc2cc(CN(Cc3ccc(F)cc3)C(=O)C(F)(F)F)c3nnnn3c12
 : 0%, 9, ?, 0, 8, 1%, -7, ., 6%[46.1 µM], 2%
15) Cc1ccc2oc(/N=C(\N)NC(=O)C(C)(C)C)nc2c1
 : 0%, 6, ?, 23, -2, 5%, 6, 2%, -2%, 3%
16) O=S(=O)(N/N=C\c1cccc(F)c1)c1ccccc1
 : 3%, -21, ?, 2, -29, 1%, 6, 3%, -2%, -2%
17) O=c1nc(SCc2c(F)cccc2Cl)nc(-c2ccc(Cl)cc2)[nH]1
 : 2%, -1, 1%, 2, -3, -9%, -3, 3%, 9%, -1%
18) O=C(NCC1CCC(C(=O)O)CC1)c1cccnc1 (stereo not drawn)
 : 0%, 3, 3%, -3, 10, -1%, 19, -16%, ., -1%
19) Cc1ccc(Cn2nnc3c(=O)n(CC(=O)NCc4ccco4)cnc32)cc1
 : -7%, -2, ?, -5, -10, -9%, 0, -1%, -2%[46.1 µM], 1%
20) Cc1c(N2C(=O)/C(=C\c3cccc4ccccc34)SC2=S)c(=O)n(-c2ccccc2)n1C
 : 0%, -11, -10%, -2, -12, -2%, -8, -11%, 6%, 22%
21) Nc1cc2ccccc2oc1=O
 : -2%, -7, -2%, 1, -1, 12%, -4, ., -1%, -1%
22) COc1ccc(NC(=O)CN(C)C(=O)CC2CCCC2)cc1
 : 1%, -4, 16%, -2, 16, 11%, 4, -17%, 2%, 0%
23) Cc1cc(C)c2c(=O)c(/C=C3\NC(=S)NC3=O)coc2c1
 : -16%, ., -6%, 1, ., 4%, -14, -4%, ., 3%
24) O=C(O)CSC(C(=O)Nc1ccc(Br)cc1)c1ccc(Cl)cc1 (stereo not drawn)
 : 9%, i, 7%, 2, 7, -5%, -15, 1%, 4%, 0%
25) Cc1ccc2nc(Nc3ccc(C)c(C)c3)c3nncn3c2c1
 : 1%, -1, -4%, 17, -3, 6%, 10, -1%, 4%, ?
26) CN(C)S(=O)(=O)c1ccc2[nH]cc(/C=C/c3nc4ccccc4c(=O)n3-c3ccccc3)c2c1
 : 2%, 2, ?, -7, -8, 7%, -20, 10%, ., 1%
27) COc1ccc(CCNC(=O)c2ccccc2NC(=O)C2=C(C)OCCS2)c(OC)c1
 : -5%, -24, 18µM*, 3, 5, -9%, 15, 3%, 5%, -3%
28) Clc1ccc(-c2nn3c(-c4cccc(Cl)c4)nnc3s2)cc1
 : 0%, ., 1%, -1, ., 4%, 3, 4%, ., 1%
29) Cc1ccc(-c2cc(C(=O)N3CCN(C(=O)c4ccco4)CC3)no2)cc1
 : 0%, -17, -11%, 10, -13, 6%, 1, -6%, ., 0%
30) CCN(Cc1ccccc1)C(c1cccc(C#N)c1)c1nnnn1C(C)(C)C (stereo not drawn)
 : 3%, -2, ?, 16, -10, -11%, -7, 8%, -3%, ?
31) Cc1c(NC(=O)COc2c(F)c(F)c(F)c(F)c2F)c(=O)n(-c2ccccc2)n1C
 : 0%, -5, 12%, -1, -3, -3%, 20, 1%, -8%, 4%
32) c1csc(CNc2ncnc3ccc(-c4ccc5c(c4)OCO5)cc23)c1
 : 4%&-2%, ., ?, ?, ., -17%&-3%, -1&6, 0%&-11%, -3%, 11%&3%
33) COCCSc1nnc(NC(=O)c2ccc([N+](=O)[O-])cc2)s1
 : 0%, -3, -7%, 18, 8, 1%, 4, 2%, -3%, 7%
34) CN1CCN(S(=O)(=O)c2cccc(C(=O)N(C)C(c3ccccc3)c3ccccc3)c2)CC1
 : 3%, 11, 17%, 13, -75*, 8%, 4, 4%, -2%, -3%
35) O=C(CCc1nnc(CCCCc2ccccc2)o1)N1CCC(N2CCCC2)CC1
 : 0%, 21, 8%, -2, -15, 0%, -3, -3%[11.5 µM], 2%, -7%
36) C=CCc1ccccc1OCC(=O)N/N=C/c1ccc(OC(C)=O)cc1OC(C)=O
 : 2%, 6, ?, 1, -6, 0%, 2, 2%, -1%[46.1 µM], -18%
37) O=C1NC(=O)C(=C2CCCCCC2)S1
 : 1%, -9, 10%, -8, 1, 12%, ?, -2%, -8%[46.1 µM], 8%
38) Cc1c(C(=O)N2CCN(S(=O)(=O)c3cccs3)CC2)oc2ccc(F)cc12
 : 2%, -2, 5.2µM*, ., 9, 2%, ., -4%, -1%, .
39) Cc1ccc(NC(=O)COC(=O)c2csc3c2CCC(C)C3)cc1S(=O)(=O)N1CCCCC1 (stereo not drawn)
 : 1%, -20, -2%, -3, -30, 3%, -10, 0%, 4%[46.1 µM], 4%
40) O=C(OCC(=O)c1ccccc1Cl)c1cnccn1
 : 3%, 4, 5%, 1, 5, 2%, 11, 1%, 2%[46.1 µM], 0%
41) COc1cc2c(cc1NC(=O)C(C)Sc1ccc(NC(C)=O)cc1)oc1ccccc12 (stereo not drawn)
 : 0%, 22, 16µM*, 0, 5, 5%, 16, 0%, -6%[46.1 µM], ?
42) CCC1CCCCN1S(=O)(=O)c1ccc2c(c1)CCN2C(=O)C1CCC1 (stereo not drawn)
 : 1%, -7, ?, ?, 9, -13%, -6, -1%, -1%, -4%
43) O=C(COC(=O)CNC(=O)c1sc2ccccc2c1Cl)NC1CCS(=O)(=O)C1 (stereo not drawn)
 : 1%, 4, 10%, -3, 3, 22%, -8, -3%, -2%, -3%
